Bioassay records as filed in PubChem.
uPA generation – qHTS for Inhibitors of Cell Surface uPA Generation; AID 540303, 2011; hit rate 0.31% among 330,000; Potency, µM (highest dose often 38.3 µM), for inactives: at the highest dose activity change, negative = inhibition, hits mostly inhibitors; cell surface uPA generation assay, qHTS; active = well fitted inhibition curve with a large enough effect; inconclusive = small, poorly fitted or top-dose-only effect; inactive = no such curve, though single readings can be large or run the other way; tested in mouse RAW 264.7 cells; also: potency is read from the fitted curve at half-maximal effect; % is scaled to controls: 0 for no effect and ±100 for the full control effect; nearly all actives have a fitted effect of over 55% in size
TSG101-PTAP inh – qHTS Assay for Iinhibitors of HIV-1 Budding by Blocking the Interaction of PTAP/TSG101 | 340,000 tested, under 10 active | Tumor susceptibility gene 101 protein (Homo sapiens), Q99816 | Potency, µM (series often up to 115 µM), for inactives: at the top dose activity change, negative = inhibition, most hits filed as inhibitors | AID 493005, 2010 | Fluorescence polarization, FITC-PTAP peptide / Tsg101 binding; active = well fitted inhibition curve with a large enough effect in the main read-out, with a control signal flat, not every such curve was filed as active; inconclusive = small, poorly fitted or top-dose-only effect, or effect the other way, or a change in a side signal; inactive = no such curve, though single readings can be large or run the other way; also: potency is read from the fitted curve at half-maximal effect; % of control where 0% means no effect
Target sequence (Q99816 whole entry, looked up): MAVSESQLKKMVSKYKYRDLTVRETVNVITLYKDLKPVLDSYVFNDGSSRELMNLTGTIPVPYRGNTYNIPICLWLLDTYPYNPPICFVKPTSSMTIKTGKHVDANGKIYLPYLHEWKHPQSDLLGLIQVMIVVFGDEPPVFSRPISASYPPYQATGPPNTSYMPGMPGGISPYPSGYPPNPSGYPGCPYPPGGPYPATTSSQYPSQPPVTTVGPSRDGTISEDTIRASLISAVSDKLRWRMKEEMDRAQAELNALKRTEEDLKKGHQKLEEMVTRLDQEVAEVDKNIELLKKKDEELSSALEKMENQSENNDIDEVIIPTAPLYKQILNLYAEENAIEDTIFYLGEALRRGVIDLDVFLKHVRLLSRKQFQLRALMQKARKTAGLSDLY
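Tsg101 binding domain (10 uM final) was mixed with compound and a FITC-labeled PTAP peptide (50 nM final) in HEPES pH 7.5 buffer with NaCl, Tween 20, EDTA and TCEP; fluorescence polarization was read after 20 min at r.t.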
USP2a block – qHTS Assay for Inhibitors of Ubiquitin-specific Protease USP2a Using CHOP2 as the Reporter; Ubiquitin carboxyl-terminal hydrolase 2 (Homo sapiens), O75604; USP2 core, Ub-CHOP2 coupled fluorogenic reporter, 485/531; Potency, µM (doses to about 38.3 µM), for inactives: at the highest dose activity change, negative = inhibition, actives largely listed as inhibitors; hit rate 0.01% among 330,000;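 also: potency is read from the fitted curve at half-maximal effect; plate controls were DMSO wells for no effect and full inhibition by NEM control for full effect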
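Deubiquitinase activity read as fluorescence (485/531 nm) after Ub-CHOP2 cleavage activates the enterokinase reporter on its substrate; USP2 core 10nM, Ub-CHOP2 and substrate 25nM each, 30min compound preincubation then 60min RT; data normalized to NEM, curves fitted.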
Eya2 inh – qHTS Assay for Inhibitors of the Phosphatase Activity of Eya2. Protein phosphatase EYA2 (Homo sapiens), O00167. recombinant Eya2, OMFP fluorescence dephosphorylation (OMFP is methylfluorescein phosphate). Potency, µM (highest dose often 76.9 µM), inactives show at the top dose activity, negative = inhibition, actives largely listed as inhibitors. hit rate 0.006% among 330,000. AID 488837, 2010; also: potency is read from the fitted curve at half-maximal effect; % is scaled to controls: 0 for no effect and ±100 for the full control effect
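Eya2 protein (added as 0.2 uM solution) was preincubated with compound for 10 min at ambient temperature in 50 mM HEPES pH 7.5, 50 mM NaCl, 5 uM MgCl2, 0.05% BSA, 1 mM DTT. OMFP (added at 50 uM) then reacted 10 min; fluorescence read at 485/525 nm.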
TSHR antag – Antagonists of the Thyroid Stimulating Hormone Receptor: HTS campaign; Thyrotropin receptor (Homo sapiens), P16473; hit rate 0.2% among 330,000; activity change, negative = inhibition, % at 11.5 µM; TSHR-expressing cells, TSH-stimulated cAMP HTRF, 2 h; hits give low values;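 active = activity change below a set negative limit, meaning inhibition stronger than a set level, cut at about -70% in these data; inconclusive = activity change between two set negative limits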; also: % is scaled to controls: 0 for no effect and ±100 for the full control effect
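TSHR-expressing cells, 200/well, pre-treated with compound, then stimulated with EC80 TSH (4nM final) for 2 hours at 37 deg C. cAMP measured by competitive HTRF: anti-cAMP cryptate antibody in lysis buffer plus cAMP-d2, read after 30 minutes at room temperature.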
TCR act – Activators of T cell receptors: qHTS campaign | 330,000 tested, under 10 active | primary human leukocytes, anti-CD3, IL-2 HTRF, 48 h | Potency, µM (titrated, usually from 9.22 µM), for the others: at the highest dose activation of IL-2 secretion, actives largely listed as activators; also: % of control where 0% means no effect
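IL-2 produced over 48 hr by a-CD3 bead-stimulated primary human leukocytes exposed to compounds was detected with a homogeneous time-resolved FRET immunoassay, 665nm acceptor signal after 320nm excitation.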
Mito fusion yeast – qHTS Assay for Small Molecule Inhibitors of Mitochondrial Division or Activators of Mitochondrial Fusion; S. cerevisiae fusion-defective mutant growth rescue, CellTiterGlo 48 h; Potency, µM (series often up to 46.1 µM), for inactives: at the top dose growth rescue (activation), usual class: activators; hit rate 0.23% among 320,000;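 also: potency is read from the fitted curve at half-maximal effect; % of control where 0% means no effect; nearly all actives have a fitted effect of over 45% in size; temperature-sensitive fusion mutants such as fzo1-1 at 37 °C on non-fermentable ethanol glycerol medium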
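Read-out: ATP-based luminescence (CellTiterGlo, 10 min ambient) reporting growth of fusion-defective ts yeast after 48 hours at 37C on glycerol/ethanol YPEG medium in the presence of compound.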
ELG1 DNA repair – qHTS screen for small molecules that inhibit ELG1-dependent DNA repair in human embryonic kidney (HEK293T) cells expressing luciferase-tagged ELG1 | AID 504467, 2011 | Potency, µM (doses to about 46.1 µM), inactives show at the highest dose activity change, negative = inhibition, actives largely listed as inhibitors | HEK293T ELG1-luciferase reporter, luminescence, 16 h; DNA damage induced by 5-fluorouridine | hit rate 2.3% among 330,000; also: potency is read from the fitted curve at half-maximal effect; % is scaled to controls: 0 for no effect and ±100 for the full control effect; nearly all actives have a fitted effect of over 55% in size
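Reporter activity after DNA damage by 5-fluorouridine is monitored. Compound-treated cells incubate 16 hr at 37 °C, then ONE-Glo is added for 30 min before luminescence reading.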
Tb PFK inh – qHTS Assay to Find Inhibitors of T. brucei phosphofructokinase | ATP-dependent 6-phosphofructokinase (Trypanosoma brucei brucei), O15648 | T. brucei PFK, ADP-Glo luminescence | Potency, µM (series often up to 57.5 µM), without a hit: at the highest dose activity, negative = inhibition, hits mostly inhibitors | hit rate 0.17% among 330,000 | AID 485367, 2010;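 also: potency is read from the fitted curve at half-maximal effect; 0% = uninhibited 1x PFK enzyme wells and -100% = no-enzyme wells; nearly all actives have a fitted effect of over 60% in size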
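In TEA buffer at pH 8.0 with 5 mM MgCl2, enzyme (1.25 nM) converted F6P (0.5 mM) and ATP (0.1 mM) for 45 min at room temperature. ADP product was read by luciferase luminescence.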
BCR signal inh – qHTS Assay to Find Inhibitors of Chronic Active B-Cell Receptor Signaling. Potency, µM (highest dose often 46.1 µM), for the others: at the highest dose ratio change, negative = lower green/red ratio, usual class: inhibitors. ABC-DLBCL IkBa-CBG/CBR reporter, luminescence ratio, 4 h. hit rate 0.05% among 340,000; active = well fitted inhibition curve with a large enough effect in the signal ratio, with a control signal flat, not every such curve was filed as active; inconclusive = small, poorly fitted or top-dose-only effect, or effect the other way, or a change in a side signal; the % refers to the signal ratio;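 also: potency is read from the fitted curve at half-maximal effect; plate controls were basal doxycycline-induced cells for no effect and cells given 10 µM MG132 for full effect; MG132 reads +100%, hits lower the ratio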
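Compounds up to 46 uM were incubated four hours with TMD8 cells whose green CBG68 luciferase is fused to IkappaBalpha; red CBR luminescence normalised the signal, and concentration-effect curves were fitted to fusion, red and ratio data.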
B2AR arrestin – qHTS assay of beta-arrestin-biased ligands of beta2-adrenergic receptor. Beta-2 adrenergic receptor (Homo sapiens), P07550. beta-arrestin recruitment to beta2AR, cell-based reporter. Potency, µM (highest dose often 46.1 µM), without a hit: top-dose activation, actives largely listed as activators. hit rate 0.02% among 330,000;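 also: potency is read from the fitted curve at half-maximal effect; 0% = DMSO controls and full agonism = EC100 isoproterenol or metaproterenol; nearly all actives have a fitted effect of over 65% in size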
Target sequence (P07550 whole entry, looked up): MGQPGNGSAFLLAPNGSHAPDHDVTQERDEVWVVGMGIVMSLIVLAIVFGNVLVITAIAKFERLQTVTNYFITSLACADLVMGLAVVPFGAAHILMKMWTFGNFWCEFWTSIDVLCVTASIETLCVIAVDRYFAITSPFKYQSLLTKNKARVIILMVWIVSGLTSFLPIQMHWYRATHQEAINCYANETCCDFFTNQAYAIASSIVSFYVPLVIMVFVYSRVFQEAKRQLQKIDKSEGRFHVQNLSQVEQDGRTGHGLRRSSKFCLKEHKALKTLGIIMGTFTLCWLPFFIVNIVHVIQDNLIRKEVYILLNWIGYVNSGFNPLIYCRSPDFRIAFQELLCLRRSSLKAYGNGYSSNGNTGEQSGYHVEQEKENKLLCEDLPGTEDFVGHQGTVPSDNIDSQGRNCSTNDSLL
* hit, by the source's call; ? = inconclusive; . = not tested or not shown; [ ] = another dose, or the depositor's remark. Unless noted, calls follow the shape of the dose curve; as a rule, active = well fitted curve in the direction sought with a large enough effect; inconclusive = small, poorly fitted or top-dose-only effect, or another doubt; inactive = no such curve, though single readings can be large; an effect the other way counts as inactive or inconclusive.

The line under a structure holds: uPA generation	TSG101-PTAP inh	USP2a block	Eya2 inh	TSHR antag	TCR act	Mito fusion yeast	ELG1 DNA repair	Tb PFK inh	BCR signal inh	B2AR arrestin
> CN1CCN(/C=N/c2c(C#N)cnn2-c2ccccc2)CC1
 : 3%	0%	-1%	-1%	-6	4%	-5%	3%	-5%	-6%	-0.1%
> O=C(Nc1cccnc1)c1cc(-c2ccc(Cl)cc2Cl)on1
 : 2%	-4%	1%	4%	0	2%	4%	?	2%	-18%	0.4%
> CC(C)CCNC(=O)Cn1cc2c(n1)CCCCC2
 : 14%	0%	-1%	-21%	-5	-4%	0%	12%	0%	2%	-0.2%
> O=C(CN1C(=O)COc2ccccc21)N1CCc2ccccc21
 : -6%	-4%	-1%	-6%	-9	-11%	2%	-2%	-5%	0%	-0.3%
> Cc1ccc(S(=O)(=O)N2CCN(C(=O)Cc3ccc4c(c3)OCCO4)CC2)cc1C
 : -7%	0%	-2%	3%	-8	-1%[46.1 µM]	5%	-1%	-4%	-6%	-0.2%
> O=C(CCCNC(=O)c1ccc(Cl)cc1)Nc1cccc(F)c1
 : 3%	-2%	-1%	10%	13	1%	6%	5%	0%	-8%	-1.1%
> Cn1c(CNc2ccccc2O)nc2ccccc21
 : ?	-2%	4%	9%	-6	5%	7%	?	0%	?	-0.4%
> COc1cc2c(cc1OC)CN(C(=O)c1cc(Cl)nc(Cl)c1)CC2
 : -15%	-7%	-1%	10%	22	3%	-6%	-10%	0%	-3%	0.1%
> O=C(O)c1cc(-n2[nH]c(=O)c3ccccc3c2=O)ccc1Cl
 : 0%	1%	-1%	-7%	-2	8%	-1%	?	-2%	?	0.0%
> COc1ccc([C@H]2CC(=O)C=C(c3ccccc3Oc3ccccc3)C2)cc1
 : 12%	2%	0%	-30%	-10	5%	23%	?	-1%	0%	-0.1%
> Cc1ccc(S(=O)(=O)N2CCC(C(=O)N/N=C/c3cccnc3)CC2)cc1
 : 4%	-4%	-1%	5%	-8	0%[46.1 µM]	0%	-2%	0%	-2%	-0.1%
> Cc1ccc(NC(=O)c2cccc(NC(=O)/C=C/c3ccco3)c2)cc1C
 : -12%	3%	3%	1%	-6	4%[46.1 µM]	5%	?	-17%	?	0.0%
> Cc1cc(S(=O)(=O)Nc2c(C)nc3nc[nH]n3c2=O)ccc1F
 : 6%	0%	3%	0%	-7	3%	1%	7%	-2%	2%	0.3%
> CCN(CC(=O)Nc1ccc(NC(C)=O)cc1)C(=O)c1ccc2c(c1)OCCO2
 : -3%	-9%	2%	5%	18	.	1%	9%	0%	0%	0.3%
> C/C(=N\Nc1cc(C)nc(-c2ccccc2O)n1)c1ccccc1O
 : ?	-5%	0%	5%	-2	0%	6%	?	4%	23%	-1.0%

Ordered by molar mass (ascending): part of the list above
The line under a structure holds: uPA generation	TSG101-PTAP inh	USP2a block	Eya2 inh	TSHR antag	TCR act	Mito fusion yeast	ELG1 DNA repair	Tb PFK inh	BCR signal inh	B2AR arrestin
> O=C(Nc1cccnc1)c1cc(-c2ccc(Cl)cc2Cl)on1
 : 2%	-4%	1%	4%	0	2%	4%	?	2%	-18%	0.4%
> COc1cc2c(cc1OC)CN(C(=O)c1cc(Cl)nc(Cl)c1)CC2
 : -15%	-7%	-1%	10%	22	3%	-6%	-10%	0%	-3%	0.1%
> Cc1ccc(S(=O)(=O)N2CCC(C(=O)N/N=C/c3cccnc3)CC2)cc1
 : 4%	-4%	-1%	5%	-8	0%[46.1 µM]	0%	-2%	0%	-2%	-0.1%

The listing continues.
The line under a structure holds: uPA generation	TSG101-PTAP inh	USP2a block	Eya2 inh	TSHR antag	TCR act	Mito fusion yeast	ELG1 DNA repair	Tb PFK inh	BCR signal inh	B2AR arrestin
> CCCSc1nc2c(c(=O)n1CC)SC(C)C2 (configuration not stated)
 : 10%	-4%	3%	25%	-6	1%	3%	2%	-6%	?	0.2%
> CCCCN(Cc1ccccc1)C(=O)CCN1C(=O)C2C3C=CC(C3)C2C1=O (configuration not stated)
 : 5%	-2%	-1%	-2%	31	1%	9%	-5%	7%	8%	0.0%
> CC(=O)Nc1ccc(NC(=O)CN2CCCC(C)C2)c(Cl)c1 (configuration not stated)
 : 2%	-1%	4%	3%[15.4 µM]	-5	-8%	4%	?	-2%	-1%	0.0%
> CCOC(=O)C(Cc1c[nH]c2ccccc12)NC(=O)c1ccco1 (configuration not stated)
 : -4%	-5%	3%	16%	-6	-3%	-2%	19%	-3%	-2%	-1.1%
> Nc1cccc(Oc2c(F)c(F)c(Oc3cccc(N)c3)c(F)c2F)c1
 : 8%	-2%	0%	5%	-6	-2%	?	3%	1%	3%	6.3%
> COCCCNc1nc(=S)[nH]c2cc(OC)c(OC)cc12
 : 3%	1%	0%	-6%	3	-3%	-5%	-13%	0%	0%	-0.3%
> CC1S/C(=N/N=C/c2cccc([N+](=O)[O-])c2)NC1=O (configuration not stated)
 : 8%	-6%	0%	-13%	-33	-6%	5%	?	1%	?	4.7%
> O=C1NC(C(=O)O)=CC(c2cccc(Cl)c2Cl)N1 (configuration not stated)
 : 1%	1%	-1%	8%	-10	-19%	3%	20%	-27%	-24%	-0.1%
> Cc1cccc(-c2nnc(NC(=O)c3ccc(N4C(=O)CCC4=O)cc3)s2)c1
 : 2%	2%	1%	-3%	2	-58%	4%	2%	2%	3%	-2.4%
> COc1ccccc1C(=O)NCc1ccccc1
 : -9%	-9%	1%	4%	4	7%[46.1 µM]	3%	11%	-2%	-7%	-0.2%
> COc1ccc(CCNC(=O)Cn2cccc2C(=O)c2ccccc2)cc1OC
 : -2%	0%	0%	2%	0	-3%[46.1 µM]	0%	13%	-2%	?	-0.1%
> COc1ccc(-c2cc3ccccc3n2CC(O)CN2CCN(CCO)CC2)cc1 (configuration not stated)
 : -24%	7%	2%	-2%	-7	6%	-4%	5%	5%	-2%	0.3%
> O=C(NCC1CCCO1)C1CCN(C(=O)c2ccc(Cl)cc2)CC1 (configuration not stated)
 : 1%	0%	4%	-1%	6	0%	-1%	26%	-6%	0%	-0.3%
> Cc1cc(C)n2nc(SCC(=O)NC(=O)c3ccccc3)nc2n1
 : 1%	0%	3%	-1%	-4	1%	.	0%	-6%	0%	-0.2%
> CCOc1ccccc1NC(=O)CSc1nc(=O)n(Cc2ccccn2)c2c1CCC2
 : -1%	0%	-1%	-21%	-4	-39%	0%	-5%	1%	?	-0.1%
> CC(=O)c1ccc(NC(=S)N(C)C2CCN(C)CC2)cc1
 : ?	-5%	7%	2%	-3	4%[46.1 µM]	-2%	18%	4%	6%	-0.7%
> COc1ccc(-n2nc(C(=O)N(C)C)nc2-c2ccccc2)cc1
 : 3%	-9%	-1%	17%	0	2%	0%	9%	0%	0%	-0.2%
> CC1(C)C(=O)OC(C(=O)c2ccc(Cl)cc2)C(C)(C)C1=O (configuration not stated)
 : 2%	-1%	1%	-3%	-6	0%[46.1 µM]	2%	-1%	-7%	0%	2.8%
> CSc1ncccc1C(=O)OCC(=O)c1cccc(Br)c1
 : 0%	1%	-3%	-13%	-3	-5%	-9%	3%	-2%	-4%	1.2%
> CCc1ccc(NC(=O)c2cc(C)on2)cc1
 : -26%	.	0%	1%	13	.	0%	?	-1%	?	0.0%
> COC(=O)Cn1c(=NC(=O)c2sc3ccccc3c2Cl)sc2cc(S(N)(=O)=O)ccc21
 : 4%	-2%	0%	-17%	2	-15%[46.1 µM]	-2%	1%	1%	0%	0.1%

Rows are unselected. About 3% of those tested had a hit in this group.
